Pemphigus Ab inh: blocks pemphigus antibody binding to human desmoglein-3. P32926. DSG3-coupled beads, scFv-anti-DSG3-GFP binding, flow cytometry; stronger effect = lower value. binding (percent of control), % at 10 µM. 310,000 compounds, 0.48% hits. AID 588358;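 active = binding more than 3 SD below its plate's average and above zero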; note: some compounds called inactive have numbers as strong as hits
Target sequence (P32926 whole entry, looked up): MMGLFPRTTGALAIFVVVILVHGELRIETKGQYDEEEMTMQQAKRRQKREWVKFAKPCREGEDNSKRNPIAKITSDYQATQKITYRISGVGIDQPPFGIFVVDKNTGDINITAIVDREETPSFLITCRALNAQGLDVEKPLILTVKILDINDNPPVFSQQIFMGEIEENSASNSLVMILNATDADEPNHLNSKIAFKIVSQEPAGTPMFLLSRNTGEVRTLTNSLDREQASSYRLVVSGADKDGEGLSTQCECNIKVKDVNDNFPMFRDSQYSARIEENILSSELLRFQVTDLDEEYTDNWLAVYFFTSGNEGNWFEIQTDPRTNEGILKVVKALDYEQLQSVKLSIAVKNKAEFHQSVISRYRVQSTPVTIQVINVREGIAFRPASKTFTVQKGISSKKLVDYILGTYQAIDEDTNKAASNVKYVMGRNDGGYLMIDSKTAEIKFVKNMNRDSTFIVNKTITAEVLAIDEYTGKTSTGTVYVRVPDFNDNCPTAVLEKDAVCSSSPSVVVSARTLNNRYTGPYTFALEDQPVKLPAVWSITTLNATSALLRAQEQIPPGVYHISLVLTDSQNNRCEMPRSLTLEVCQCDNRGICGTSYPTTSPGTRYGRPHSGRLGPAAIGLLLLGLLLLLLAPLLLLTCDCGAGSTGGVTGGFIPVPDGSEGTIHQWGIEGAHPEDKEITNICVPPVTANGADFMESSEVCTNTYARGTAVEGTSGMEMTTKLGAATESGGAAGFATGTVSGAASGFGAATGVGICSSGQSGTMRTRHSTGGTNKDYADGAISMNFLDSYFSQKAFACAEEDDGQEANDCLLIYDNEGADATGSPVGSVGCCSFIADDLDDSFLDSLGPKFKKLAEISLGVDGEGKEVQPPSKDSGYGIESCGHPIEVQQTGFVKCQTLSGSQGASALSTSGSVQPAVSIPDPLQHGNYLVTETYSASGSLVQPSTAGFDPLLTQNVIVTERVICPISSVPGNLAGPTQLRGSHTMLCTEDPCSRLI
PKA-R1A act: activates the PKA-R1A holoenzyme complex | PKA-R1A dissociation, Cy5-IP20 fluorescence polarization; scaled: DMSO 0%, 113 µM cGMP 100% | activation, % at 11.4 µM | 340,000 compounds, 0.083% hits | AID 504707;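 active = percent activation above the mean of all tested compounds plus 3 SD, cut at about 19% in these data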;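 note: higher means more PKAc released from R1A so a rise in polarization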
PKA-R2B activ: PKA-R2B complex activation. P22694+P31323. PKA-R2B holoenzyme dissociation, Cy5-IP20 fluorescence polarization; R2B truncated from residue 108, S112A mutant; 0% DMSO only, 100% 113 µM cGMP. 340,000 compounds, 0.079% hits. activation, % at 11.4 µM;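 active = activation above a cutoff set at the mean over all compounds plus 3 SD, cut at about 18% in these data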;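 note: higher means more holoenzyme dissociation and a rise in polarization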
HTR5A inv ag: inverse agonist of human HTR5A in OPRM1-OPRD1 counter-screen. P47898. HTR5A cell line, luminescence, inverse agonism. inhibition, % at 9.3 µM. 340,000 compounds, 0.083% hits. AID 504634; in the data active = inhibition mostly above about 23%, no sharp cut-off; inactive = mostly below about 18%;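 note: 0% = cells with DMSO and 100% = no-cell wells with DMSO; some compounds called inactive have numbers as strong as hits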
V-ATPase pHluor: regulators of yeast V-ATPase proton transport; S. cerevisiae, pHLuorin cytosolic pH fluorescence; response, % at 10 µM; 350,000 compounds, 0.37% hits; in the data active = response mostly above about 7.3%, no sharp cut-off; inactive = mostly below about 5.4%; note: actives read high; inactives centre near 0; some compounds called inactive have numbers as strong as hits; reference of the scale not given here
DAGLB inh: blocks human DAGLB lipase activity; 340,000 compounds, 0.059% hits; inhibition, % at 5.17 µM; HEK293T DAGLB membrane lysate, EnzChek fluorogenic substrate; Q8NCG7; in the data active = inhibition above about 34%;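 note: 0% = enzyme with vehicle and 100% = wells lacking enzyme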
MOR-DOR ag: OPRM1-OPRD1 heterodimerization agonism. cells, luminescence. activation, % at 9.3 µM. 340,000 compounds, 0.3% hits. AID 504326; in the data active = activation above about 18%;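 note: 0% = vehicle-treated cells and 100% = reference agonist; values of inactives mirror those of a sister screen read the other way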
OPRM1-OPRD1 inv: mu-delta opioid heterodimer inverse agonism; cell-based MOR-DOR heterodimer luminescence; inhibition, % at 9.3 µM; 340,000 compounds, 0.21% hits; AID 504357; in the data active = inhibition above about 22%, passing the limit was not always enough;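 note: 0% = cells with DMSO and 100% = wells without cells with DMSO; values of inactives mirror those of a sister screen read the other way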
HTR5A ag ctr: counter-screen for OPRM1-OPRD1 agonists: human HTR5A agonism; AID 504692; HTR5A agonist assay, luminescence, cell-based; activation, % at 9.3 µM; 340,000 compounds, 0.61% hits; P47898; in the data active = activation mostly above about 9.5%, no sharp cut-off; inactive = mostly below about 7.6%;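 note: 0% = cells with vehicle only and 100% = reference agonist; strong numbers were not always called active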
Arr AP2 block: inhibitors of human beta-arrestin and AP2 interaction; 340,000 compounds, 0.31% hits; AID 504490; inhibition, % at 10 µM; FITC-arrestin peptide / GST-AP2 beads, flow cytometry; AP2 beta2 appendage carries R879A mutation;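 active = inhibition above a set limit, near 3 SD of compounds lacking own fluorescence, cut at about 54% in these data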;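 note: plate controls were DMSO wells for no effect and 5 µM unlabelled arrestin peptide for full effect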
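system = GST-tagged AP2 beta2-adaptin appendage (R879A) on 4 µm glutathione beads | reagent = FITC-labelled arrestin peptide probe, 50 nM final | schedule = compound with beads 12 min RT, then probe 1 h RT | signal = HyperCyt-sampled flow cytometry, FL1 channel, ex 488/em 535 nm | read-out = percent response from loss of bead-bound FITC fluorescence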
* hit, by the source's call; nt = not tested or not shown; & = joins results of further samples. The list is partial (hit frequency here may not be typical).

SMILES	Pemphigus Ab inh	PKA-R1A act	PKA-R2B activ	HTR5A inv ag	V-ATPase pHluor	DAGLB inh	MOR-DOR ag	OPRM1-OPRD1 inv	HTR5A ag ctr	Arr AP2 block
O=C(N/N=C/c1c(O)n(Cc2ccc(F)cc2)c(=S)[nH]c1=O)c1ccncc1	nt	0	0	16	-1	8	-2.6	13	-6	1
CCCN1C2CCCC1CC(NC(C)=O)C2 (configuration not stated)	nt	-14	-3	-1	1	3	0.3	-2	2	-1
COP(=S)(OC)c1c(C)nn(CCC#N)c1NC(=O)c1ccc(Cl)cc1	93	-6	6	-11	3	-2	1.1	-9	4	12
ClCCN(CCCl)c1ccc(C2=NCCc3ccccc32)cc1	102	8	0	1	-2	1	1.3	-7	0	-5
CCOP(=S)(OCC)Oc1cc(C)nc(C(C)C)n1	nt	15	6	2	-4	2	-0.2	1	-1	5
COc1ccc(C2=NCC(=S)Nc3ccc(Cl)cc32)cc1Cl	102	-10	-14	11	0	0	3.7	-20	-4	-4
C[n+]1ccc(-c2ccncc2)cc1	102	2	1	10	0	0	-2.8	16	9	-9
COc1ccc(-n2c(O)c(C=NCCN3CCN(C(C)=O)CC3)c(=O)[nH]c2=S)cc1	81	2	-4	13	-1	0	-1.7	9	-4	17
O=Cc1cn(Cc2c(F)cccc2Cl)c2ccccc12	102	-12	-1	-12	-3	-4	1.3	-6	0	-11
Fc1ccc(CNCCc2ccccc2)cc1	106	-6	-8	24	7	1	-2.6	13	-1	7
C=CC(=O)OCCO	103	-16	-2	6	-1	2	-1.1	6	-2	1
CC(=O)c1ccc(OCC(=O)N2CCCC(N3CCN(c4ccccc4C)CC3)C2)cc1 (configuration not stated)	100	-6	-10	-2	-1	0	-3.8	19	1	-13
Fc1cccc(CCNCc2ccccn2)c1	nt	-5	4	14	2	2	-1.9	9	3	16
O=C(O)c1ccc(NC(=O)N2C[C@H]3C[C@@H](C2)c2cccc(=O)n2C3)cc1	104	-6	-4	11	-1	1	-1.9	9	3	0
CCCCn1c(=O)c(C(=O)Nc2ccccc2C)c(O)c2ccccc21	122	3	-9	2	3	2	0.3	-1	0	5
COC(=O)C1=C(c2cccc(OCc3ccccc3)c2)C[C@@H]2CC[C@H]1N2C(=O)NCc1cccc(OC)c1	108	6	-7	9	0	-8	-1.6	9	-3	2
O=C1NC(=O)N(c2ccccc2)C(=O)/C1=C/c1coc2ccc(O)cc2c1=O	98	10	1	-19	-4	3	0.0	0	-2	2
O=C(CCCC1=NS(=O)(=O)c2ccccc2N1)N1CCC2(CC1)OCCO2	82	-3	-6	-24	-2	-1	-1.3	7	-1	5
COc1ccc(OC)c(CN2CCN(C(=O)COc3cccc(C)c3)CC2)c1	104	-7	-2	9	1	-2	-1.0	5	-2	0
Cc1oc(-c2ccccc2)nc1CN1C(=O)CN=C(c2ccccc2)c2ccccc21	107	-1	9	-13	-3	-4	0.1	-1	4	-4
COc1ccc(C=C2C(=O)NC(=S)NC2=O)cc1OC	93	-11	-2	8	2	4	-3.8	19	-2	6
COc1ccccc1N1CCN(Cc2ccc(Br)s2)CC1	83	-4	-3	10	6	-18	6.4	-32	2	-8
CC(C)=CCC12CN3CCN(CC(C3)C1=O)C2	nt	-1	-8	-17	3	-2	-1.3	8	6	-6
C=C1N2CCC(CC2)C1(O)c1ccc(C)c(C)c1 (configuration not stated)	98	-6	-11	-13	-3	-1	-2.3	12	6	36
Cc1ccc(N2C(=O)NC(=O)/C(=C\c3ccoc3)C2=O)cc1	98	-2	5	-6	5.9*	-2	-2.8	13	-1	10

An excerpt from further up, for reference:
SMILES	Pemphigus Ab inh	PKA-R1A act	PKA-R2B activ	HTR5A inv ag	V-ATPase pHluor	DAGLB inh	MOR-DOR ag	OPRM1-OPRD1 inv	HTR5A ag ctr	Arr AP2 block
COc1ccc(C2=NCC(=S)Nc3ccc(Cl)cc32)cc1Cl	102	-10	-14	11	0	0	3.7	-20	-4	-4
C[n+]1ccc(-c2ccncc2)cc1	102	2	1	10	0	0	-2.8	16	9	-9
COc1ccc(-n2c(O)c(C=NCCN3CCN(C(C)=O)CC3)c(=O)[nH]c2=S)cc1	81	2	-4	13	-1	0	-1.7	9	-4	17

Remaining list, next part:
SMILES	Pemphigus Ab inh	PKA-R1A act	PKA-R2B activ	HTR5A inv ag	V-ATPase pHluor	DAGLB inh	MOR-DOR ag	OPRM1-OPRD1 inv	HTR5A ag ctr	Arr AP2 block
O=C1C2CCCN2C(c2cccnc2)N1c1ccc(Cl)cc1 (configuration not stated)	102	1	-2	10	3	-1	-1.1	6	1	3
CC(=O)Nc1ccc(CC(=O)N2CCN(Cc3ccccc3)CC2)cc1	119	0	3	6	-1	2	1.2	-10	-2	-2
C(=NN1CCCCCC1)c1c[nH]c2ccccc12	93	2	-7	1	3	1	-2.5	13	0	-18
O=P(N1CCCCCC1)(N1CCCCCC1)N1CC1	99	8	0	0	6	-1	-2.7	14	0	8
COC(=O)C1=C(c2cccc(OC)c2OC)C[C@@H]2CC[C@H]1N2C(=O)N1CCC(C)CC1	102	4	-11	-22	0	-2	-2.5	14	8	-6
Cc1ccc2occ(CN3CC4CC(C3)c3cccc(=O)n3C4)c(=O)c2c1 (configuration not stated)	99	-5	7	11	4	0	0.1	-1	6	8
CN(C)CC1CCCCC1=O (configuration not stated)	104	0	1	7	4	0	-2.1	11	0	-3
COc1cccc(OC)c1C(=O)Nc1nc(N)n(-c2ccccc2)n1	105	-13	-12	-4	-5	-1	-2.8	13	0	27
COc1c(C)cc(C(=O)C2CCCN(Cc3cccc(C)n3)C2)cc1C (configuration not stated)	117	-14	-8	5	9.2*	-1	-1.2	8	-3	nt
CN(C)CC#CCOCCOCCC#N	99	-2	3	-27	-1	0	-2.1	12	1	-3
COc1ccccc1-n1c(O)c(C=NCCCn2ccnc2)c(=O)[nH]c1=O	107	-5	11	-9	-2	2	1.9	-10	3	22
CCCCCn1c(=O)c(C(=O)Nc2ccccc2)c(O)c2ccccc21	112	-1	-2	5	1	2	-1.6	8	-1	6
CCCCC(=O)N/N=C/c1c(O)n(CC)c(=S)[nH]c1=O	85	-16	-9	13	0	1	-1.0	5	4	4
CN1C(=O)C(=Cc2ccccc2Oc2ccc(Cl)cc2)C(=O)N(C)C1=O	117	-9	7	-18	-1	-5	3.5	-18	7	0
Clc1ccc(CNC2CN3CCC2CC3)cc1 (configuration not stated)	127	4	-11	-6	0	-2	0.1	0	-2	3
Cc1ccc(C(=O)NC(O)C(Cl)(Cl)Cl)cc1 (configuration not stated)	99	0	-2	-35	2	0	-1.9	10	5	11
Cc1cccc(NC(=O)N2CCCC2)c1	104	-8	5	13	-4	-1	0.0	0	-2	4
O=C(COc1ccc2ccccc2c1)N1CCN(CC2CC3C=CC2C3)CC1 (configuration not stated)	100	-16	-22	1	3	-5	-2.5	12	-2	-4
CC(C)CN1Cc2ccccc2-n2nncc2C1	nt	2	-2	nt	1	1	nt	nt	nt	nt
Cc1noc(C)c1CSCC(=O)Nc1ccc(C#N)c(Cl)c1	97	-5	-11	-20	4	0	-1.4	6	8	-14
CN(C)c1ccc(NC(=O)CN2C(=O)CN=C(c3ccccc3)c3cc(Cl)ccc32)cc1	101	-7	-4	8	-3	1	0.3	-2	-3	20
COC(=O)C1=C(c2cccc(C#N)c2)C[C@@H]2CC[C@H]1N2C(=O)NCCO	109	10	4	-6	2	-2	-2.8	15	6	5
CC/C(=C(\c1ccccc1)c1ccc(OCCN(C)C)cc1)c1ccccc1	111	-6&3	-7&3	-2&-6	-3&-1	3&-1	2.8&6.0	-15&-32	1&2	-4&12
Cc1cc(OCC(=O)NC2CCS(=O)(=O)C2)c2c3c(c(=O)oc2c1)CCC3 (configuration not stated)	106	1	2	-23	-2	0	-0.5	3	8	2
CCCCn1c(O)c(C(C)=Nc2cccc(C(=O)O)c2)c(=O)[nH]c1=O	87	1	4	4	-2	2	-0.2	1	-1	7
SMILES	Pemphigus Ab inh	PKA-R1A act	PKA-R2B activ	HTR5A inv ag	V-ATPase pHluor	DAGLB inh	MOR-DOR ag	OPRM1-OPRD1 inv	HTR5A ag ctr	Arr AP2 block
COC(=O)C1=C(c2c(C)noc2C)C[C@@H]2CC[C@H]1N2C(=O)NCCCOC(C)C	103	0	7	11	-5	0	-4.1	19	-1	21
C[C@H](CO)N1C[C@H](C)[C@@H](CN(C)C(=O)Oc2ccc3ccccc3c2)OCc2cnnn2CCCC1=O	nt	2	3	nt	0	0	nt	nt	nt	nt
COc1ccccc1-n1c(O)c(/C=N/N2CCCCC2)c(=O)n(-c2ccccc2OC)c1=S	nt	-13	-10	-7	-5	1	-2.5	12	-2	-4
O=C1CSC2N1CCNC21CCCCC1 (configuration not stated)	101	10	-16	7	-3	-7	-1.8	10	-2	-7
O=S(=O)(c1ccccc1)N1CCN(S(=O)(=O)c2ccccc2)c2ccccc21	120	-11	-11	-15	11	0	1.0	-5	4	3
Cc1ccccc1C(O)(Cc1ccccc1)C1CN2CCC1CC2 (configuration not stated)	105	8	2	-8	2	0	-1.4	8	-3	-6
CC1([N+](=O)[O-])COP(=O)(NC2CC2)OC1 (configuration not stated)	104	6	3	-16	0	0	-4.3	19	4	-8
CCc1ccc(-n2c(O)c(/C=N/N3CCCCC3c3cccnc3)c(=O)[nH]c2=O)cc1 (configuration not stated)	102	6	1	-4	1	-2	2.3	-16	0	-6
Cc1ccccc1NC(=NCCCN1CC1)Nc1ccccc1C	nt	8	11	-8	-5	-2	4.9	-24	2	-68
CN1C(=O)C(=Cc2cn(CC(=O)N3CCCCC3)c3ccccc23)C(=O)N(C)C1=O	101	3	-5	-30	2	0	-1.8	9	11	2
Cc1nc2ccccc2c(=O)n1-c1ccc(Cl)cc1[N+](=O)[O-]	100	-2	-1	-10	2	2	3.9	-21	-5	-6
O=C1NC(=O)C2(CCN(S(=O)(=O)c3ccccc3)CC2)C(=O)N1	125	-14	0	12	-3	0	-2.5	12	-3	-2
COc1ccc(N2C(=O)NC(=O)/C(=C\c3ccccc3[N+](=O)[O-])C2=O)cc1	100	-2	-11	-5	0	2	-2.0	10	2	6
COC(=O)C1=C(c2ccc(F)cc2OCc2ccccc2)C[C@@H]2CC[C@H]1N2C(=O)NCCc1ccc(F)cc1	104	8	-9	11	2	-16	-0.6	3	-3	-12
CCCCCSc1cc(O)c(C(CNC)C(C)C)cc1OC (configuration not stated)	100	-2	-12	2	-2	5	0.7	-4	5	13
CC1=CC(=O)OC2CC3OC4C[C@@H](C)C5OC6CC7O[C@]8(C)C/C=C\C9OC%10CC%11OC(CC(C)C%12OCCO%12)CC(O)[C@]%11(C)OC%10CC9OC8C[C@]7(C)O[C@]6(C)CCC5OC4C[C@]3(C)OC12 (some centres not stated)	101	-3	-10	-12	2	-11	-1.1	6	4	-6
O=C1NC(=O)C(=Cc2c(Cl)cccc2Cl)C(=O)N1	nt	-3	-5	-6	0	1	-0.1	1	2	7
C/C(=N\N1CCCCCC1)c1c(O)n(-c2ccc(C)cc2)c(=O)[nH]c1=O	78	6	0	1	8.7*	1	-1.3	9	0	16
CC(=NCCN1CCCCC1)c1c(O)n(Cc2ccccc2)c(=O)[nH]c1=O	103	5	1	22	3	3	1.1	-6	1	-5
